ADAM10 inh: human ADAM10 inhibitors, primary screen, biochemical, QFRET, HTS. 370,000 compounds, 0.62% hits. AID 720582, 2013. recombinant ADAM10, EDANS/DABCYL FRET peptide cleavage, 3 h. inhibition, % at 7 µM. Disintegrin and metalloproteinase domain-containing protein 10 (Homo sapiens), O14672;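 active means inhibition above a per-campaign cutoff equal to the mean of compounds falling between control-based bounds plus 3 SD, cut at about 20% in these data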;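 further: 0% = DMSO wells while the 100% control is not disclosed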
Target sequence (O14672 214-748 limits assumed): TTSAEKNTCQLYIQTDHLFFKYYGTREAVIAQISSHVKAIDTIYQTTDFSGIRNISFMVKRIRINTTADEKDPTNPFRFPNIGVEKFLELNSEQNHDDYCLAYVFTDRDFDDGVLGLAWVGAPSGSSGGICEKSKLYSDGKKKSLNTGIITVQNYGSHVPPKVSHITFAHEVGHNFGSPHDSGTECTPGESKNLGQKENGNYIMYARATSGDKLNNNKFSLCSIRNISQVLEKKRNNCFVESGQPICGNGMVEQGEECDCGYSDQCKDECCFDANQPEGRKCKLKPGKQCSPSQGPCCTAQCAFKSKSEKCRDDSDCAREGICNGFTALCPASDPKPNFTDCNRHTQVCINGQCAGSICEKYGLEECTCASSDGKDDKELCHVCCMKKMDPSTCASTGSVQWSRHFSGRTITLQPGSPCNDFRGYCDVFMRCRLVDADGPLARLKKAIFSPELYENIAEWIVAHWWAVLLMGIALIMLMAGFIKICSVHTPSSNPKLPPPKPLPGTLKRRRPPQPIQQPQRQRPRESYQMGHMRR
hgDAF12 agonist: H. glycines DAF-12 receptor agonists, primary screen, cell-based, luminescence, HEK293, GAL4 fusion, UAS-luciferase. Nuclear hormone receptor DAF-12 (Heterodera glycines), GAL4 fusion. HEK293 GAL4-hgDAF12 UAS-luciferase reporter, agonist luminescence; normalized to butyrate control. activation, % at 6.8 µM. 370,000 compounds, 1.8% hits. AID 687014, 2013;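 active means activation above a cutoff set at the mean of all screened compounds plus 3 SD, cut at about 10% in these data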;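 further: 0% = DMSO wells and 100% = sodium butyrate wells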
SMARCA2 activ: SMARCA2 (BRM) function activators, primary screen, cell-based, luminescence, high throughput. MG213 cells, MMTV-luciferase reporter, dexamethasone, overnight. activation, % at 9.1 µM. 370,000 compounds, 1% hits. AID 652017, 2013; in the data active means activation above about 7.8%;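 further: 0% = vehicle wells and 100% = reference activator wells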
hcDAF-12 act: H. contortus DAF-12 nuclear receptor activators, primary screen, cell-based, luminescence, HEK293, lit1-tk-luc reporter | 370,000 compounds, 1.4% hits | HEK293 hcDAF-12 lit1-tk-luc reporter; 0% DMSO, 100% Δ7-dafachronic acid | activation, % at 6.8 µM | AID 652067, 2013;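 active means activation above the mean of all tested compounds plus 3 SD, cut at about 5.5% in these data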;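 further: 100% = response to 3 µM Δ7-dafachronic acid high control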
DAX1 inh-1: DAX1 (NR0B1) inhibitors on StAR promoter, primary screen, cell-based, luminescence, SF-1 (NR5A1), full-length DAX-1. AID 652010, 2013. 370,000 compounds, 1.1% hits. inhibition, % at 6.8 µM. HEK293T StAR-luciferase reporter, SF-1/DAX-1 repression relief;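 active means inhibition above the mean over all tested compounds plus 3 SD, cut at about 3.6% in these data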;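 further: 0% = DAX-1 cells with DMSO and 100% = cells lacking DAX-1 with DMSO; higher inhibition means more luminescence from relief of DAX-1 repression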
DAX1 inh-2: DAX1 (NR0B1) inhibitors, primary screen, cell-based, HEK293, Gal4-DAX1, luciferase luminescence; inhibition, % at 6.75 µM; HEK293 Gal4-DAX1 luciferase reporter; 340,000 compounds, 0.99% hits; AID 504766, 2011;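 active means inhibition above the mean over all tested compounds plus 3 SD, cut at about 4.2% in these data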;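 further: 0% = DAX1-transfected cells with DMSO and 100% = empty-vector control cells with DMSO; inhibition shows as a rise in luminescence from relieved DAX1 repression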
GC-B act: human GC-B receptor activators, primary screen, HEK293 GC-B cells, cGMP TR-FRET, EC30 CNP; 0% at EC30 CNP, 100% saturating CNP; activation, % at 10 µM; 370,000 compounds, 0.11% hits;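 active means activation at 10 µM reaching about 35% in either raw or pattern-adjusted values, limit read from the data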
NPR1 activator: GC-A stimulated cGMP production enhancers – HEK293 GC-A cells, cGMP TR-FRET, EC30 ANP, primary screen. activation, % at 10 µM. 370,000 compounds, 0.14% hits. Atrial natriuretic peptide receptor 1 (Homo sapiens), P16066. 0% at EC30 ANP, 100% saturating ANP; in the data active means activation above about 40%
ssDAF-12 act: S. stercoralis DAF-12 nuclear receptor activators, primary screen, cell-based, luminescence, HEK293, GRIP1 co-expression, lit1-tk-luc. 370,000 compounds, 1% hits. activation, % at 6.8 µM. HEK293 ssDAF-12/GRIP1 lit1-tk-luc reporter; % of 3 µM dafachronic acid response;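 active means activation above the mean over all tested compounds plus 3 SD, cut at about 0.9% in these data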;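 further: 0% = DMSO-only wells and 100% = 3 µM delta7-dafachronic acid wells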
sPLA2-III inh: human group III sPLA2 inhibitors, primary screen, biochemical, QFRET, BODIPY PC-A2 liposome substrate. QFRET BODIPY PC-A2 liposome hydrolysis, fluorescence. inhibition, % at 12.2 µM. 370,000 compounds, 0.56% hits. AID 743126, 2013;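 active means inhibition above mean plus 3 SD of compounds lying within the high and low control bounds, cut at about 19% in these data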;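 further: 0% = median of test compound wells and 100% = no enzyme DMSO wells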
Target sequence (Q9NZ20 whole entry, looked up): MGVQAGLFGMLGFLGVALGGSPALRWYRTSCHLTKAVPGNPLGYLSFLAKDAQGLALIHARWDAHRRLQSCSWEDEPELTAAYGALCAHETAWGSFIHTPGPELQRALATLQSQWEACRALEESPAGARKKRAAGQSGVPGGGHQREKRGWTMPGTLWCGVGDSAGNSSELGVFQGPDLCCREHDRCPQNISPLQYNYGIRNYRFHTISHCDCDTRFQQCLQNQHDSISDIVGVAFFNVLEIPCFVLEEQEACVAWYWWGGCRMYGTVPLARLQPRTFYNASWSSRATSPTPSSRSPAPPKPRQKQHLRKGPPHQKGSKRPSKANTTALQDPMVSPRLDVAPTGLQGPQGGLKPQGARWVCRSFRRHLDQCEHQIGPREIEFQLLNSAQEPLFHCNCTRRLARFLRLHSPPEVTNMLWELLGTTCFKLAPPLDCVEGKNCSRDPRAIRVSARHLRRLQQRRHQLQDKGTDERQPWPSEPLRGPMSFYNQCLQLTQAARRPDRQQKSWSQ
FXN GAA850 act: FXN promoter activators, primary screen, cell-based, luciferase luminescence, HEK293 lucGAA850 | activation, % at 6 µM | 360,000 compounds, 0.56% hits | HEK293 lucGAA850 FXN promoter luciferase reporter, 24 h; percent of 10 µM SAHA response;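 active means activation above the average of all compounds screened plus 3 SD, cutoff fixed separately per campaign, cut at about 7.5% in these data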;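 further: 0% = DMSO wells and 100% = 10 µM SAHA wells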
Numbers without * were called inactive; · = no result given.

smiles	ADAM10 inh	hgDAF12 agonist	SMARCA2 activ	hcDAF-12 act	DAX1 inh-1	DAX1 inh-2	GC-B act	NPR1 activator	ssDAF-12 act	sPLA2-III inh	FXN GAA850 act
CC(NC(=O)c1ccc(N2CCCC2)c([N+](=O)[O-])c1)c1ccc(S(N)(=O)=O)cc1 (stereo unspecified)	10	-2.4	0	-2.3	-0.5	0.8	2	-1	-1.3	-1	1.6
COC(=O)c1ccccc1NC(=O)C(CCS(C)(=O)=O)NC(C)=O (stereo unspecified)	-1	0.0	0	-1.4	0.2	1.0	-5	1	-1.2	6	-0.5
O=C(NCC1CCN(C(=O)C(=O)c2cc3ccccc3o2)CC1)c1ccc2c(c1)OCC2	6	-0.3	0	0.3	0.6	·	0	0	-1.2	-5	·
COc1ccc(CNCC2COc3ccccc3O2)cc1 (stereo unspecified)	-1	0.0	1	1.4	0.1	1.4	-1	-3	-1.1	4	0.0
COCc1cc(=O)[nH]c(/N=C(\N)Nc2c(F)cccc2F)n1	-12	0.7	-2	-0.1	-0.3	·	2	1	-1.4	11	1.0
Nc1cc(=O)[nH]c(=O)n1-c1cccc(F)c1	2	-2.6	-1	-0.6	-0.7	-0.4	-2	1	-1.4	5	1.2
Cc1nn(-c2ccccc2)c(Cl)c1/C=N/NC(=O)CNc1n[nH]c(=O)[nH]c1=O	-3	-1.0	2	-1.4	-0.5	·	-4	0	-2.1	1	·
CCOc1ccccc1NC(=S)N1CCC(c2nc3ccccc3o2)CC1	5	-2.2	-1	-0.3	-0.3	-0.8	3	0	-1.0	9	0.8
O=C(CSc1ccc(S(=O)(=O)N2CCCC2)cn1)Nc1ccc([N+](=O)[O-])cc1C(F)(F)F	-7	-1.8	-4	-0.9	-1.9	0.5	3	-2	-1.7	-12	2.0
COc1ccc(/C=C/C(=O)NCC(=O)N/N=C(/C)c2ccco2)cc1	6	-1.4	-4	-2.8	-2.2	-0.3	0	-2	-0.9	1	1.3
O=C1NC[C@@H]2CCCN2C1=O	0	-3.1	-2	-0.1	0.2	·	-3	2	-0.7	-3	·
O=C(CSc1nnc(NC(=O)c2ccccc2)s1)NCC1CCCO1 (stereo unspecified)	-4	7.2	9.4*	1.9	6.2*	0.0	1	4	-0.2	-2	1.5
CCOC(=O)C(C#N)=CN1CCN(C(=O)CCCl)c2ccccc21	-9	-0.3	2	-1.3	-0.1	-1.1	0	0	-1.6	-5	1.4
COc1cc(NS(=O)(=O)c2c(C(=O)N3CCOCC3)c(C)n(C)c2C)cc(OC)c1OC	1	1.8	0	-2.4	1.3	0.5	-4	3	-1.2	8	0.2
COc1cccc(/C=N/c2oc(-c3ccccc3)cc2C#N)c1O	-155	1.4	-2	-0.5	-0.2	0.8	-4	10	-0.8	2	-0.2
COC(=O)c1ccc2c(=O)n(Cc3ccc(C(=O)NC4CCCC4)cc3)c(=S)[nH]c2c1	-18	-1.8	-1	-1.6	0.5	-0.7	0	1	-0.5	15	1.3
CCN(C(=O)c1ccc(NC(=O)c2ccco2)cc1)c1ccccc1	-6	1.1	-1	-2.9	2.6	0.2	-1	1	-0.6	1	3.0
COc1ccc(NCC(=O)Nc2cccc(S(=O)(=O)N3CCCC3)c2)cc1Cl	3	-1.2	-2	-0.2	0.4	-0.2	-3	0	-1.6	1	0.3
O=C(COC(=O)c1ccc(S(=O)(=O)NCc2ccco2)cc1)c1ccccc1	0	-0.7	-1	-1.3	0.1	-0.1	-1	2	-0.9	-58	1.0
N/C(=N\OC(=O)c1cccc(Br)c1)c1ccncc1	-3	9.7	8.0*	2.3	1.3	0.8	-3	7	-0.3	-2	3.5
COc1cc(C2c3c(oc4cc(C)c(C)cc4c3=O)C(=O)N2c2cc(C)ccn2)ccc1O (stereo unspecified)	-3	0.1	0	-0.7	0.0	-0.6	4	3	-1.3	3	-0.6
O=C(c1ccccc1F)N1N=C(C(F)(F)F)CC1(O)c1ccccc1 (stereo unspecified)	-6	-0.9	-4	0.5	-0.3	1.4	0	-2	-0.6	-11	1.0
COc1ccc(OC)c(CN2C(=O)CSCC2(C)C(=O)Nc2c(C)cccc2C)c1 (stereo unspecified)	-11	-1.2	1	-1.0	-0.2	·	5	2	0.2	3	·
CCOC(=O)c1c(C)[nH]c(C)c1S(=O)(=O)N(C)CC(=O)Nc1cccc(C)n1	6	-2.4	1	0.0	-0.1	-0.2	-1	-2	-1.1	0	0.6
CCc1ccc(NC(=O)C(=O)NNC(=O)COc2cccc(OC)c2)cc1	13	3.5	-6	1.5	0.3	1.4	1	4	-1.1	10	0.4
COc1ccc(CN(CCCN2CCOCC2)C(=O)Nc2ccccc2)cc1OC	2	0.4	1	-1.1	-0.3	1.2	-8	-5	-0.8	-1	0.3
COc1ccc(C(=O)c2oc3ccc(OC)cc3c2N)cc1	-80	21*	2	3.2	6.1*	2.8	-14	-6	-0.6	-10	2.7
COCCCN1C2=C(C(=O)CC(C)(C)C2)C(c2ccc(O)c(OC)c2)C2=C1CC(C)(C)CC2=O	-6	-0.6	-1	-0.3	0.4	0.3	-4	3	-0.3	-2	-0.4
NS(=O)(=O)c1ccc(N/C=C\C(=O)c2ccc(F)cc2)cc1	-27	16*	6	6.7*	4.2*	1.0	2	7	-0.1	-8	7.2
COc1cc(OC)cc(C(=O)Nc2ccc(S(=O)(=O)Nc3cnc4ccccc4n3)cc2)c1	-40	0.9	0	-1.2	-0.1	·	0	1	-0.8	-44	0.9
COCC(=O)N(Cc1cc2ccccc2[nH]c1=O)c1ccccc1OC	-14	-0.5	1	0.6	-0.4	0.5	-8	-5	-0.5	3	-0.3
Cc1ccc(C(=O)NCCc2nnc3ccc(SCC(=O)N4CCCC4)nn23)cc1	-8	-4.3	-2	-1.3	-1.5	0.7	2	3	-0.7	5	0.6
CCCn1c(N2CCC(Cc3ccccc3)CC2)nc2c1c(=O)[nH]c(=O)n2C	2	-0.9	1	-0.6	-0.3	-0.5	1	-1	-1.5	4	3.5
O=C(COC(=O)CCc1ccccc1)NC12CC3CC(CC(C3)C1)C2	4	-3.1	-2	0.2	1.8	1.0	1	-4	-1.3	-5	3.3
CCN(CC)S(=O)(=O)c1ccc(C(=O)/C=C/c2ccc(-c3ccc([N+](=O)[O-])cc3)o2)cc1	-7	6.6	-1	3.2	0.8	1.6	1	-12	-0.7	0	1.5
CCOc1ccccc1NC(=O)CCc1ccc(C)o1	6	1.6	2	-2.0	-0.5	-0.8	-5	-2	-1.3	3	-0.5

Arranged by the number under hcDAF-12 act (low to high): some entries from above
Molecule | ADAM10 inh | SMARCA2 activ | hcDAF-12 act | DAX1 inh-1 | DAX1 inh-2 | GC-B act | NPR1 activator | ssDAF-12 act | sPLA2-III inh | FXN GAA850 act
COc1ccc(CN(CCCN2CCOCC2)C(=O)Nc2ccccc2)cc1OC | 2 | 1 | -1.1 | -0.3 | 1.2 | -8 | -5 | -0.8 | -1 | 0.3
CCCn1c(N2CCC(Cc3ccccc3)CC2)nc2c1c(=O)[nH]c(=O)n2C | 2 | 1 | -0.6 | -0.3 | -0.5 | 1 | -1 | -1.5 | 4 | 3.5
COc1ccc(C(=O)c2oc3ccc(OC)cc3c2N)cc1 | -80 | 2 | 3.2 | 6.1* | 2.8 | -14 | -6 | -0.6 | -10 | 2.7

More results:
smiles	ADAM10 inh	hgDAF12 agonist	SMARCA2 activ	hcDAF-12 act	DAX1 inh-1	DAX1 inh-2	GC-B act	NPR1 activator	ssDAF-12 act	sPLA2-III inh	FXN GAA850 act
CCN(CC)Cc1csc(C(N)=O)c1	-11	-0.8	-3	-1.5	-0.5	0.3	2	4	-0.9	6	2.0
CN(CCO)c1cccc2c1S(=O)(=O)N(Cc1cn(Cc3ccc(Cl)cc3)nn1)Cc1ccccc1O2	-4	-1.3	-4	-0.7	-1.9	·	6	-3	-1.4	-6	·
COc1ccc(NC(=O)C2CCN(S(=O)(=O)c3ccc(Cl)c(C(F)(F)F)c3)CC2)cn1	3	1.4	-1	-1.1	-0.6	0.6	5	0	-0.5	3	-1.4
O=C(COC(=O)C12CC3CC(CC(Br)(C3)C1)C2)N1CCOCC1	6	-0.5	-1	-1.5	0.2	0.5	1	-2	-0.8	2	-0.1
Cc1ccc(Cn2c(SCCN3CCCCC3)nc3c2c(=O)n(C)c(=O)n3C)cc1	0	0.7	1	0.0	-0.1	0.3	17	12	-1.3	-12	4.0
CC1Cc2ccccc2N1CC(=O)Nc1ccc2c(c1)OC(F)(F)O2 (stereo unspecified)	4	-0.4	-3	2.0	0.9	-1.1	3	3	-1.1	7	0.0
O=C(COc1ccccc1)N1CCN=C1SCc1ccccc1	-6	0.4	-1	-0.2	1.5	0.1	-2	-1	-1.1	-2	1.2
N/C(=N\N=C\c1ccco1)SC1CC(=O)N(c2ccccc2)C1=O (stereo unspecified)	4	-0.6	-1	-1.6	0.0	-0.9	-8	1	-1.9	-15	0.2
CC/C(=C\c1ccc(N(C)C)cc1)c1ccncc1	-21	3.7	-4	0.9	-0.5	0.0	2	-6	-1.1	23*	1.6
O=C(N/N=C\C=C\c1ccco1)c1cncc(Br)c1	9	-1.8	-4	0.4	0.0	-0.5	1	-5	-1.2	-3	-0.1
O=C1NCCCCC1NS(=O)(=O)c1ccccc1 (stereo unspecified)	2	1.5	-1	2.6	0.3	-0.3	1	-1	-1.1	1	-1.5
CC(C)CNC(=O)C1CCN(S(=O)(=O)c2ccc3c(c2)OCCO3)CC1	1	-1.9	-1	1.6	-0.4	0.5	6	2	-1.2	-5	-0.5
CCc1ccccc1NC(=O)CNC(=O)CCNC(=O)Nc1ccccc1	-19	0.1	-4	1.8	2.9	0.6	1	4	-1.6	13	0.1
Cc1ccc(-c2cc(N)nc(-c3ccccc3)c2)cc1	-155	5.3	1	2.3	0.4	0.8	-2	-4	-0.8	-6	1.3
COc1ccc(CCNS(=O)(=O)c2ccc(-c3ccc(=O)[nH]n3)o2)cc1OC	-6	1.1	-2	-0.8	0.6	0.7	1	3	-1.0	4	1.1
Cc1cc(C)c2c(N)c(C(=O)NCC3CCCCC3)sc2n1	-171	2.5	3	1.1	0.4	0.3	3	7	-0.7	2	0.1
CCOc1ccc(N2C(=O)CC(SCc3nc4ccccc4[nH]3)C2=O)cc1 (stereo unspecified)	-5	-0.8	-3	3.1	-0.4	1.4	-4	5	-0.8	-10	0.2
CCn1ccc(C(=O)Nc2cccc(Cl)c2)n1	4	15*	6	4.9	3.1	2.2	0	3	-0.9	5	7.3
CCN(C(=O)COC(=O)COc1ccc2c(c1)CCC2)c1c(N)n(Cc2ccccc2)c(=O)[nH]c1=O	-5	1.8	-2	-0.5	1.4	-0.5	-1	1	-1.3	-4	0.7

Screens as filed in PubChem.
